# MrgX1 agonist – activates human MrgX1 receptor signaling; MrgX1-HEK293 cells, Fluo-4 calcium fluorescence, agonist mode; hits give high values; B-score at 10 µM; 0.44% of 310,000 active; AID 588627;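 active = calcium response B-score plate-corrected fluorescence ratio at least 3 library SD, with starting fluorescence B-score inside 5 SD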
# Target sequence (Q96LB2 whole entry, looked up): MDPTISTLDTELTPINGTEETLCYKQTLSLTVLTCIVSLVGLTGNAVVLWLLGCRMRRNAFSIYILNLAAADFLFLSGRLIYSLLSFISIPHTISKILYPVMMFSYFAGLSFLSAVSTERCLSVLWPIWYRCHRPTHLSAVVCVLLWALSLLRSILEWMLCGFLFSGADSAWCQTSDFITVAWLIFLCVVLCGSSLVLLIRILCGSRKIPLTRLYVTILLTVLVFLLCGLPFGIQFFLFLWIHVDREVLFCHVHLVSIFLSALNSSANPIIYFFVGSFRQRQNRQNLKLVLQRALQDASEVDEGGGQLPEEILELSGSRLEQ
#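 Test system: Stable human MrgX1 HEK293 cell line | Schedule: Overnight plating before 1 h dye loading | Read-out basis: Baseline-normalised fluorescence change ratio, B-scored | Detection: Kinetic calcium dye fluorescence, Fluo-4 NW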
# MrgX1 PAM – allosterically activates human MrgX1 receptor signaling; Q96LB2; MrgX1-HEK293, Fluo-4 calcium flux, FDSS; hits give high values; B-score at 10 µM; 0.63% of 310,000 active;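 active = plate-corrected calcium response at least 3 library SD above typical, normal starting fluorescence, not activating the receptor alone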;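 note: compound read alongside a low EC10 to EC30 dose of BAM8-22 agonist; peak minus trough fluorescence over baseline measured at the second addition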
# TRPC4 potent – TRPC4 (mouse) allosteric potentiation; HEK293 TRPC4beta/mu-opioid, DAMGO EC20, Fluo-4 Ca2+ flux; hits give high values; B-score at 10 µM; 0.42% of 310,000 active;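 active = B-score of calcium response area above 5 SD of library B-scores, with initial fluorescence ratio within 5 SD of library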;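 note: B-score of integrated fluorescence ratio over time as area under calcium response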
# TRPC4 agonist – opens the mouse TRPC4 cation channel; Q9QUQ5; HEK293 TRPC4beta/mu-opioid, Fluo4 calcium fluorescence; hits give high values; B-score at 10 µM; 0.49% of 310,000 active;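 active = B-score above 5 SD of library B-scores, and initial fluorescence ratio not above library mean plus 5 SD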;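 note: positive B-score marks a calcium rise read as TRPC4 activation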
#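 Test system: HEK293 cells stably co-expressing mouse TRPC4beta and mu-opioid receptor | Schedule: Fluo4 dye loading 45 min at room temperature, 110 s recording | Measured by: Kinetic Fluo4 calcium fluorescence, 5 s baseline at 1 Hz | Evaluation: B score of integrated ratio | Controls: Buffer (low) and maximal DAMGO (high)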
# AI-2 QS modul – modulates the Vibrio harveyi AI-2 quorum sensing system | activity change, % at 7.5 µM | Vibrio harveyi JMH597 AI-2 luminescence/OD600 ratio, 9 h; hits give low values; strain lacks LuxN and CqsS sensors; 0 = neutral-control median | 0.4% of 300,000 active; in the data active = activity change below about -75%, passing the limit was not always enough;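 note: luminescence divided by OD600 gain over 9 h not by final OD600 alone; inactives centre near 13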
# MrgX1 antagonist – human MrgX1 receptor antagonism, primary screen. B-score at 10 µM. MRGX1-HEK293 calcium flux, Fluo-4, BAM8-22 antagonism; hits give low values. Q96LB2. 1.3% of 310,000 active;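 active = calcium-response B-score plate-corrected more than 3 library SD below zero, starting fluorescence within 5 deviations, no agonist response on first addition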;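 note: peak minus trough fluorescence over baseline after final BAM8-22 challenge near maximal dose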
# HIF activator – HIF pathway transcriptional activation. U2OS HRE-luciferase reporter, luminescence; normalized: DMSO 0%, desferrioxamine 100%. activation, % at 7.5 µM (by protocol). 0.32% of 300,000 active. AID 1910;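 active = mean activation of at least 10% of the iron chelator positive control signal, with at least half of replicates also reaching 10%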
# TRPC4 inh – inhibitors of mouse TRPC4 channel; AID 2247; B-score at 10 µM; 0.39% of 300,000 active; HEK293 TRPC4beta/mu-opioid, DAMGO-evoked Fluo4 calcium flux; hits give low values;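 active = B-score over 3 SD under the library average, no early fluorescence shift, positive overall ratio signal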
#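 Assay system: HEK293 cells with stable TRPC4beta plus mu-opioid receptor expression; Probe or stimulus: DAMGO in two steps, submaximal then maximal; Dosing: single-point compound dosing; Measured by: Fluo4 calcium-dye fluorescence, kinetic read; Read-out basis: B score from integrated Fluo4 fluorescence ratio.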
# TRPC6 inhibitor – blocks the mouse TRPC6 cation channel; Q61143; HEK293-TRPC6, membrane potential dye, ACh-evoked depolarization; hits give low values; B-score at 10 µM; 1.1% of 310,000 active;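 active = B-score under library mean minus 3 SD, initial fluorescence not abnormally high, positive integrated signal ratio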;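 note: B-score derived from integrated fluorescence ratio over the kinetic read; more negative B-score means stronger inhibition of depolarization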
# PolyA inhibitor – inhibitors of polyadenylation in S. cerevisiae. calls only at 12 µM. 0.02% of 300,000 active. S. cerevisiae SKY197-pL101 polyadenylation reporter, beta-gal luminescence; efflux-impaired pdr1/pdr3 knockout yeast; score 100 = 6 SD above DMSO;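 active = lowest replicate activity score at least 50, where 100 means six control SD above control mean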;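 note: yeast exposed to compound for 9 h at 30 °C; higher score means more reporter readthrough which indicates perturbed polyadenylation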
# TRPC6 activator – activators of mouse TRPC6 channel; Q61143; HEK293-TRPC6 membrane potential dye fluorescence; hits give high values; B-score at 10 µM; 0.13% of 310,000 active;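 active = B-score of the integrated fluorescence ratio above library mean plus 3 SD, and starting fluorescence ratio within library mean plus 5 SD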;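 note: higher score means more depolarization so channel activation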
# * = called active by the depositor; i = inactive; . = not tested or not shown. These rows are one share of the data; the hit share may differ from the screen's.
SMILES,MrgX1 agonist,MrgX1 PAM,TRPC4 potent,TRPC4 agonist,AI-2 QS modul,MrgX1 antagonist,HIF activator,TRPC4 inh,TRPC6 inhibitor,PolyA inhibitor,TRPC6 activator
O=C(/C=C/c1cccs1)N1CCC2(CC1)Oc1ccc(Cl)cc1C(=O)C21CC(c2ccccc2)=NO1 (stereo not given),i,i,i,i,-1,i,1.0,i,i,i,i
CCn1c(=N)n(CC(=O)c2ccc(OC)c(OC)c2)c2ccccc21,i,i,i,i,22,i,-0.1,i,i,i,i
CC1Cn2c(nc(=O)c3c2NCN(CCc2ccccc2)C3)S1 (stereo not given),i,i,i,i,.,i,0.1,i,i,i,i
CCOc1ccc(-n2c(-c3ccc(OC)cc3)c[n+]3c2CCCCC3)cc1,i,i,i,i,11,i,0.3,i,i,i,i
O=C1CCN(c2ccc([N+](=O)[O-])cc2F)CC1,i,i,i,i,5,i,-0.5,i,i,i,i
Nn1c(Nc2ccccc2)nc2ccccc2c1=O,i,i,i,i,14,i,0.0,i,i,i,i
Cn1c(SC/C=C/c2ccccc2)nnc1-c1cnccn1,i,i,i,i,-25,i,0.0,i,i,i,i
CC(C)Cn1c(O)c2ccc(C(=O)N=NC(=O)c3cccnc3)cc2c1O,i,i,i,i,41,i,-0.2,i,i,i,i
CCN(CC)CC(C(=O)N(CC)CC)P(=O)(c1ccccc1)c1ccccc1 (stereo not given),i,i,i,i,-4,i,-0.4,i,i,i,i
Cc1csc(N2CCCC2c2nc3cc(C(F)(F)F)ccc3n2CCOCCO)n1 (stereo not given),i,i,i,i,18,i,-0.3,i,i,i,i
COc1ccc(C(C(=O)NCc2ccc(F)cc2)N(C(=O)c2csnn2)C2CC2)cc1 (stereo not given),i,i,i,i,-5,i,-0.4,i,i,i,i
CCOC(=O)Nc1ccc2c(c1)N(CCCN(C)C)c1ccccc1CC2,i,i,i,i,21,i,0.5,i,-7.8*,i,i
O=[N+]([O-])c1cc(/C=N/O)ccc1N1CCCC1,i,i,i,i,5,i,0.1,i,i,i,i
COc1ccc(CN2[C@@H](CC(C)=O)c3ccc(/C=C/C(C)=O)cc3S2(=O)=O)cc1,i,i,i,i,45,i,1.7,i,i,i,i
Cc1cccc(C)c1NC(=O)CN(C)C(=O)c1ccccc1C(=O)N(C)Cc1ccccc1,i,i,i,i,.,i,-1.6,i,i,i,i
O=C(NCC(=O)N(c1cnc2ccccc2c1)C(C(=O)NC1CCCC1)c1ccncc1)c1ccco1 (stereo not given),i,i,i,i,12,i,-2.9,i,i,i,i
CC(=O)NC(Cc1ccc(F)cc1)C(=O)O (stereo not given),i,i,i,i,10,i,-0.4,i,i,i,i
Cc1cc(O)c(N=Cc2cc3c(cc2[N+](=O)[O-])OCO3)cc1C,i,i,i,i,7,i,0.0,i,i,i,i
CCNC(=S)N1CCN(CC)CC1,i,i,i,i,6,i,0.1,i,i,i,i
O=C(Cc1ccccc1)CC1(O)C(=O)Nc2ccccc21 (stereo not given),i,i,i,i,20,i,-0.1,i,i,i,i
COCC(C)NC(=O)c1ccc2nc(-c3ccccc3)c(-c3ccccc3)nc2c1 (stereo not given),i,i,i,i,14,i,-5.6,i,i,i,i
Cc1cc(C)n2nc(C(=O)NNC(=O)c3ccccc3)nc2n1,i,i,i,i,41,i,-0.1,i,i,i,i
CCN1CCN(CC(=O)Nc2ccc3c(c2)OCCO3)C(=O)C1=O,i,i,i,i,17,i,0.0,i,i,i,i
O=C(NC(=S)N1CCOCC1)c1cc2ccccc2o1,i,i,i,i,21,i,0.3,i,i,i,i
O=C(CN1C(=O)COc2ccc(Cl)cc21)NC1CC1,i,i,i,i,21,i,-0.2,i,i,i,i

# Next section:
SMILES,MrgX1 agonist,MrgX1 PAM,TRPC4 potent,TRPC4 agonist,AI-2 QS modul,MrgX1 antagonist,HIF activator,TRPC4 inh,TRPC6 inhibitor,PolyA inhibitor,TRPC6 activator
CC(C)=Nc1ccccc1C1COC(=O)C1=N (stereo not given),i,i,i,i,5,i,1.2,i,i,i,i
COc1ccc2cc3c(N)nn(C(=O)c4ccc(F)cc4)c3nc2c1,i,i,i,i,8,i,2.1,i,i,i,i
COc1ccc(-n2c(SCC(=O)Nc3ccccc3C)nc(O)c(Cc3ccccc3)c2=O)cc1,i,i,i,i,19,i,0.0,i,i,i,i
NS(=O)(=O)c1ccc(CCNC(=O)Cc2ccc(S(=O)(=O)N3CCOCC3)s2)cc1,i,i,i,i,10,i,-0.3,i,i,i,i
COc1ccc(F)c(C2C(C#N)=C(N)Oc3n[nH]c(C(C)(C)C)c32)c1 (stereo not given),i,i,i,i,39,i,0.0,i,i,i,i
Oc1ccc(C[C@@H]2CNCCN2CCC23CC4CC(CC(C4)C2)C3)cc1,i,i,i,i,20,i,0.0,i,i,i,i
O=C(NNC(=O)c1ccc(Cl)c([N+](=O)[O-])c1)c1ccncc1,i,i,i,i,8,i,-0.8,i,i,i,i
O=C(C1CCCN(S(=O)(=O)c2ccc(F)cc2)C1)N1CCCC1 (stereo not given),i,i,i,i,7,i,0.1,i,i,i,i
Cc1ccc(P(=O)(CC(=O)O)c2ccc(C)cc2)cc1,i,i,i,i,11,i,-0.5,i,i,i,i
CCc1cc2c(-c3ccccc3)cc(=O)oc2cc1OCC(C)=O,i,i,i,i,-6,i,-1.0,i,i,i,i
CC(C)C(=O)NCc1cc(-c2ccc(Cl)cc2)no1,i,i,i,i,7,i,1.9,i,i,i,i
O=C(O)CCC(=O)N1CCN(c2cccc(Cl)c2)CC1,i,i,i,i,9,i,-2.4,i,i,i,i
CCOC(=O)c1c(CC(C)C)csc1NC(=O)CCl,i,i,i,i,15,i,0.1,i,i,i,i
CCOC(=O)c1cc(CC)sc1NC(=O)COC(=O)c1ccccn1,i,i,i,i,28,i,-0.5,i,i,i,i
CCOc1ccc(C2/C(=C(/O)c3ccc(S(=O)(=O)N4CCCCC4)cc3)C(=O)C(=O)N2CCCOC)cc1OC (stereo not given),i,i,i,i,3,i,0.3,i,i,i,i
CCC1=NN2C(=N)/C(=C/c3ccc(OS(=O)(=O)c4ccccc4)cc3)C(=O)N=C2S1,39*,i,i,i,30,i,-0.1,i,i,i,i
CCc1ccc(NC(=O)N2CCc3ccccc3C2)cc1,i,i,i,i,-2,i,5.1,i,i,i,i
Cc1ccc2[nH]c(=O)c(CN(Cc3cccnc3)Cc3nnnn3CCN3CCOCC3)cc2c1,i,i,i,i,21,i,-0.4,i,i,i,i
O=C(OCC(=O)N1CCN(c2ccccc2)CC1)c1ccccn1,i,i,i,i,18,i,-0.1,i,i,i,i
COc1ccc(Cl)cc1NC(=O)c1ccoc1C,i,i,i,i,13,i,-0.3,i,i,i,i
COC(=O)CSc1nnc(-c2cccnc2)n1-c1cccc(OC)c1,i,i,i,i,21,i,.,i,i,i,i
CCCN1CCC(=O)N([C@H](CSc2ccc(C)cc2)Cc2ccccc2)CC1,.,.,i,i,6,.,0.2,i,i,i,i
CCOc1ccc(NC(=O)c2c(NC(=O)CN3CCN(C)CC3)sc3c2CCC3)cc1,i,i,i,i,18,i,-0.6,i,-8.4*,i,i
CCOC(=O)c1sc2nc(C)nc(NC3CCC(O)CC3)c2c1C (stereo not given),i,i,i,i,19,i,-1.1,i,i,i,i
Cc1ccc(CN2CCN(Cc3c[nH]c4ccccc34)CC2CCO)o1 (stereo not given),i,i,i,i,2,i,0.0,i,i,i,i

# Some of the entries above in another layout:
# Second line of a record – MrgX1 agonist	MrgX1 PAM	TRPC4 potent	TRPC4 agonist	AI-2 QS modul	MrgX1 antagonist	HIF activator	TRPC4 inh	TRPC6 inhibitor	PolyA inhibitor	TRPC6 activator
CCCN1CCC(=O)N([C@H](CSc2ccc(C)cc2)Cc2ccccc2)CC1
→ .	.	i	i	6	.	0.2	i	i	i	i
CCOc1ccc(NC(=O)c2c(NC(=O)CN3CCN(C)CC3)sc3c2CCC3)cc1
→ i	i	i	i	18	i	-0.6	i	-8.4*	i	i

# Following part
SMILES,MrgX1 agonist,MrgX1 PAM,TRPC4 potent,TRPC4 agonist,AI-2 QS modul,MrgX1 antagonist,HIF activator,TRPC4 inh,TRPC6 inhibitor,PolyA inhibitor,TRPC6 activator
O=C(c1ccc2ccccc2c1)N1CCN(c2ccccn2)CC1,i,i,i,i,7,i,0.1,i,i,i,i
COc1ccccc1CNS(=O)(=O)c1ccc2c(c1)oc(=O)n2C,i,i,i,i,19,i,-0.1,i,i,i,i
COc1cccc(CNC(=O)C23CN(Cc4ccccc4)CC2C(c2ccc([N+](=O)[O-])cc2)=NO3)c1 (stereo not given),i,i,i,i,6,i,-4.1,i,i,i,i
C=Cn1cc[n+](CC(=O)C(C)(C)C)c1,i,i,i,i,11,i,0.0,i,i,i,i
COC(=O)c1cccc(-n2cnnn2)c1,i,i,i,i,21,i,-0.6,i,i,i,i
COC(=O)C1=C(C)N(c2ccc(S(N)(=O)=O)cc2)C(=O)C1,i,i,i,i,31,i,0.0,i,i,i,i
CCN(Cc1cc2ccccc2[nH]c1=O)C(=O)c1cccc([N+](=O)[O-])c1,i,i,i,i,9,i,-1.2,i,i,i,i
CSc1nc(C)nc(N/C=C(\C#N)S(=O)(=O)c2ccccc2Cl)n1,i,i,i,i,10,i,-0.2,i,i,i,i
COc1ccc(-c2csc(NC(=O)c3cc(=O)c4ccccc4o3)n2)cc1OC,i,i,i,i,43,i,-0.2,i,i,i,i
CCCCOc1ccc(CN2CCSCC2)cc1,i,i,i,i,21,i,-21,i,i,i,i
O=C(N/N=C/c1ccco1)c1cc(-c2ccccc2)n[nH]1,i,i,i,i,3,i,-53,i,i,i,i
O=C(OCC(=O)N1CCc2ccccc21)c1cccnc1,i,i,i,i,24,i,0.6,i,i,i,i
N#CCCNC(=O)Cn1c(COc2ccc(Cl)cc2)nc2ccccc21,i,i,i,i,16,i,0.5,i,i,i,i
CCCCOc1ccc(-c2n[nH]c(=S)n2Cc2ccccc2)cc1,i,i,i,i,10,i,-3.1,i,i,i,i
COc1cccc(C2(O)CCN(CC(=O)NCC3CC3)CC2)c1,i,i,i,i,0,i,-0.5,i,i,i,i
CCCOc1ccc(-c2c(=O)n(OCC(=O)OCC)c3ccccc3[n+]2[O-])cc1,i,i,i,i,15,i,3.5,i,i,i,i
CC1(C)CC(=O)C2=C(C1)Nc1ncnn1C2c1ccccn1 (stereo not given),i,i,i,i,26,i,-16,i,i,i,i

# High-throughput results from PubChem.
